L929 necroptosis: blocks zVAD induced death of L929 cells. L929 zVAD necroptosis rescue, ATP luminescence, 24 h; with zVAD 60 µM. viability rescue, % at 10 µM. 220,000 compounds, 0.38% hits;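 active means activation, scaled between plate controls, above about 75%, limit read from the data; inactive means activation under that limit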;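 further: 0% = zVAD with DMSO and 100% = DMSO alone without zVAD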
TNF necrop inh: inhibitors of TNF-alpha induced necroptosis in Jurkat FADD-/- cells; Jurkat FADD-/- TNF necroptosis rescue, ATP luminescence, 24 h; 0 = TNF only, 100 = no-TNF cells; activation (protection from cell death), % at 10 µM; 220,000 compounds, 0.068% hits; AID 463075;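 active means activation, meaning protection from cell death, of at least 50% relative to plate controls; inactive means activation below 50%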;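 further: necroptosis triggered by 40 ng/mL TNF-alpha added together with compound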
Hck-Nef inh: human Hck-Nef kinase inhibition; P08631; Recombinant Hck-YEEI plus Nef, Z-Lyte FRET kinase assay; inhibition, % at 20 µM; 220,000 compounds, 0.68% hits; AID 463187;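 active means Hck-Nef kinase inhibition above about 50%, limit read from the data; inactive means inhibition below that limit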;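 further: 0% = DMSO with Hck plus Nef and 100% = Hck alone without Nef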
KLK5 inh: kallikrein 5 (human) inhibition | recombinant hK5, fluorogenic AMC substrate cleavage | AID 873 | inhibition, % at 5 µM | 210,000 compounds, 0.59% hits;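 active means inhibition of 40% or more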;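 further: 0% = enzyme controls without compound and 100% = no-enzyme blanks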
KCC2 mod: modulates chloride dependent transport by human KCC2; Q9H2X9; KCC2 cells, thallium flux FluoZin-2 fluorescence; B-score of Tl+ flux slope (higher = more flux/activation; lower = inhibition) at 10 µM; 190,000 compounds, 2.2% hits;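 active means thallium flux slope and its plate-corrected score both differing from the plate sample mean at a set confidence after two filtering rounds, in either direction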;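 further: slope of fluorescence scaled to starting intensity during 10 to 20 s after thallium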
Target sequence (Q9H2X9 whole entry, looked up): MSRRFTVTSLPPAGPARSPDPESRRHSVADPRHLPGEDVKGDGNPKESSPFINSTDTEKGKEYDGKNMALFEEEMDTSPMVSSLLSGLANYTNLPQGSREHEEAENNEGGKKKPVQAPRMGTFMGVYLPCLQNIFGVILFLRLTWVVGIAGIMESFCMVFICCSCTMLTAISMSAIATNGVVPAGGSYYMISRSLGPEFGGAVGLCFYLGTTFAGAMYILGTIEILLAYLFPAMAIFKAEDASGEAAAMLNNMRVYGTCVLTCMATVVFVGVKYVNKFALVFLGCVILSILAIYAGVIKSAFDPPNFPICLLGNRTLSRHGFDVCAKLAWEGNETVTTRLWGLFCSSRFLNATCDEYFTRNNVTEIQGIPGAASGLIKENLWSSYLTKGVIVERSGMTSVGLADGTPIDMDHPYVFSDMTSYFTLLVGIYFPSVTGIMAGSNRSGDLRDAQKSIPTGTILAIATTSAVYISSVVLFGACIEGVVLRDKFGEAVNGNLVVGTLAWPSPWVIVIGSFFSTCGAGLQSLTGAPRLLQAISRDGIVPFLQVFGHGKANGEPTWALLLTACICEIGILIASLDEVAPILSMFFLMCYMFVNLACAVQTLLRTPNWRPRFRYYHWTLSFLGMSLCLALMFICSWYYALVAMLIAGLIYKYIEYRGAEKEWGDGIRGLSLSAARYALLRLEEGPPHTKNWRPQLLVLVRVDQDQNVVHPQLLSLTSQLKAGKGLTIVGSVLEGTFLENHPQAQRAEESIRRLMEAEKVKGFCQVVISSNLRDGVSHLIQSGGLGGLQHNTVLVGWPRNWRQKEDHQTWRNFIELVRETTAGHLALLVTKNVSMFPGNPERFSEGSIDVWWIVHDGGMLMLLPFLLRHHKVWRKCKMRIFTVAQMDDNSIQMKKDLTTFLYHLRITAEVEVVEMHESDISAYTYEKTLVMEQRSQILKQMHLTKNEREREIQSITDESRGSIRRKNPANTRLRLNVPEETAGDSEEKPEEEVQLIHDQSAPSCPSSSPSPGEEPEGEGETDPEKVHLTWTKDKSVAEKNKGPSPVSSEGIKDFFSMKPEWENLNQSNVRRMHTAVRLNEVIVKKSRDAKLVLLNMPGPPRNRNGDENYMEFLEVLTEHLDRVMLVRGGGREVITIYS
thrombin 1536: inhibitors of human thrombin | P00734 | alpha-thrombin, Boc-VPR-AMC fluorogenic substrate cleavage | inhibition, % at 5 µM | 220,000 compounds, 0.26% hits | AID 1046;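 active means inhibition at or above 40%; inactive means inhibition below 40%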;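 further: 0% = enzyme with no compound and 100% = wells without enzyme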
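System: human alpha-thrombin protein; Compound dosing: one concentration per compound, 5 µM, with 0.2% DMSO; Timing: reaction at room temperature; Technique: AMC fluorescence, 355/460 nm; Controls: enzyme without compound as high, wells lacking enzyme as low.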
Rad51 HR inh: Rad51 (human) homologous recombination inhibition; Q06609; hRad51 DNA strand exchange, fluorescence dequenching; inhibition, % at 10 µM; 200,000 compounds, 0.085% hits; AID 1385;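 active means inhibition above 40% at the single screening dose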;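 further: 0% = DMSO control wells and 100% = blanks with heterologous ssDNA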
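material = hRad51 filaments on single-stranded DNA | reagent = Donor/quencher-labelled 47-bp dsDNA substrate | compound = 10 µM final, single point | schedule = strand-exchange reaction 15 min at room temperature | measured by = fluorescein emission 520 nm, excitation 485 nm | read-out basis = % inhibition versus plate control and blank means | benchmarks = plate controls and plate blanks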
FXIIa inh: blocks human coagulation factor XIIa protease activity. P00748. purified FXIIa, Boc-QGR-AMC fluorogenic substrate, 2 h. inhibition, % at 5 µM. 220,000 compounds, 0.3% hits; in the data active means inhibition above about 40%;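 further: 0% = enzyme with no compound and 100% = blank without enzyme; many of its hits are not listed in these tables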
FXIa inh: blocks human coagulation factor XIa protease activity; P03951; purified FXIa, Boc-Glu-Ala-Arg-AMC fluorogenic substrate; inhibition, % at 5 µM; 220,000 compounds, 0.14% hits; AID 798;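 active means inhibition of at least 40%; inactive means inhibition below 40%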;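 further: fluorescence of freed AMC excited at 355 nm; 0% = enzyme without compound and 100% = no enzyme blank; many of its hits are not listed in these tables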
Starred values were filed as active, the others as inactive; · = no result given; & = joins results of further samples. Some of the compounds tested. The share of hits here may be higher or lower than overall.

| SMILES | TNF necrop inh | Rad51 HR inh | L929 necroptosis | Hck-Nef inh | KCC2 mod | thrombin 1536 | KLK5 inh | FXIa inh | FXIIa inh |
| --- | --- | --- | --- | --- | --- | --- | --- | --- | --- |
| O=C(O)CC1(CC(=O)NCc2cc(F)cc3c2OCOC3)CCCCC1 | -0.1 | 11 | 0.0 | 3 | 1.1 | -1 | -4 | 2 | 9 |
| Nc1nc(COc2ccc3ccccc3c2)cs1 | -5.1 | 1 | 1.0 | 5 | -2.7 | -2 | -13 | 8 | 16 |
| CCC(C(=O)NCc1ccco1)n1nc(-c2ccc(OC)cc2)ccc1=O (stereo not drawn) | -1.7 | -2 | 1.8 | 0 | · | 2 | -18 | 11 | 19 |
| Cc1cccn2c(=O)c(C=NCc3ccco3)c(Nc3ccc(SC(F)F)cc3)nc12 | -10 | -3 | 1.7 | 4 | -0.58 | 3 | -7 | -5 | 0 |
| COc1cc(OC)cc(-c2ncc3ccccn23)c1 | 0.5 | -2 | 0.6 | 8 | -0.42 | -6 | -13 | -2 | 8 |
| CC1=CC(c2ccc(Cl)cc2)n2nc(NC(=O)CCC(=O)O)nc2N1 (stereo not drawn) | 1.2 | 3 | -0.4 | 21 | · | 1 | -4 | -1 | 3 |
| COc1ccc(-n2c(COc3cccc4cccnc34)nnc2SCC(=O)O)cc1 | -0.2 | · | 0.1 | -4 | 0.23 | -1 | · | 1 | 10 |
| CCCCCCCCCS(=O)(=O)N/N=C/c1cccc([N+](=O)[O-])c1 | -0.2 | 1 | 0.9 | 2 | · | 4 | -1 | 1 | 15 |
| COCCn1c(=O)[nH]c2cc(C(=O)N3CCN(c4ccccc4OC)CC3)ccc2c1=O | -0.4 | -4 | 0.0 | -1 | 0.083 | 5 | 4 | 2 | 4 |
| CCN1C(=O)/C(=C/c2cccs2)N(C)C1=S | -0.1 | 0 | 0.3 | -12 | -0.19 | -2 | 0 | -3 | 17 |
| Cc1nn(C)c(C)c1S(=O)(=O)N(CC(=O)NCc1ccco1)c1ccc(C(C)C)cc1 | 1.6 | 6 | -0.1 | -6 | -0.019 | 6 | 9 | -11 | -7 |
| C=CCc1cc(Cl)ccc1OCCOCCNC(C)(C)C | 4.3 | -40 | 0.2 | 21 | 1.4 | -5 | 4 | 0 | 6 |
| CCN(C(=N)N=C(N)N)c1ccccc1 | 0.1 | -2 | 1.9 | 17 | · | 0 | -8 | 5 | 4 |
| CC(=O)NC(NC(=S)Nc1cccc(Br)c1)C(Cl)(Cl)Cl (stereo not drawn) | -2.3 | 11 | 0.9 | 1 | 0.82 | -7 | -5 | -6 | 0 |
| Cn1c(CN2CCOCC2)nnc1SCC(=O)NCCc1ccccc1 | -0.5 | -3 | 0.0 | 0 | 0.72 | -2 | 4 | 2 | 9 |
| CCOc1cc(N2CCOCC2)c(OCC)cc1NC(=O)COc1ncnc2ccc(Br)cc12 | 0.6 | -12 | 0.4 | -6 | 0.25 | 3 | 4 | 4 | 23 |
| Cc1csc(NC(=O)CCC(=O)c2cccs2)n1 | 0.0 | -5 | 1.4 | 23 | -1.4 | -10 | 2 | -2 | 5 |
| COc1ccccc1NC(=S)N(Cc1ccccn1)Cc1ccccc1Cl | 0.4 | 0 | -0.8 | 1 | -0.36 | -6 | -1 | 3 | 12 |
| Cc1ccc(N/N=C/c2c(O)cc(C)oc2=O)cc1 | -6.1 | 4 | -0.6 | 1 | -0.96 | 3 | 6 | 1 | 6 |
| COC(=O)C1C(c2ccc(OC)cc2)Nc2nnc(C(F)(F)F)n2C1(C)O (stereo not drawn) | 0.2 | -4 | 0.3 | -2 | 0.68 | -10 | 1 | 3 | 13 |
| O=c1[nH]cc(NCCc2ccccc2)c(=O)[nH]1 | 0.5 | -6 | -0.1 | 29 | -0.26 | 8 | -6 | -4 | 0 |
| COc1ccc(C(=O)c2ccc(N(C)C)cc2)c(OC)c1 | -7.2 | 5 | 0.3 | 1 | 0.37 | -1 | -2 | -2 | 1 |
| CCOC(=O)C1=C(N)Oc2cc(C)oc(=O)c2C1c1cccnc1 (stereo not drawn) | -1.4 | -5 | -0.1 | 2 | -0.019 | -2 | 1 | -5 | -1 |
| Cc1c(N=C2N=C(NC(=O)c3cccs3)c3ccccc32)c(=O)n(-c2ccccc2)n1C | -8.1 | -219 | 58 | -61 | -0.019 | 5 | -15 | 2 | 4 |
| Cn1nc(-c2ccccc2)c2cc(C(=O)O)sc21 | 1.9 | -2 | 3.2 | -7 | -0.33 | -4 | -2 | -1 | 4 |
| c1ccc(Cc2nnc3n2CCCCC3)cc1 | 1.1 | 1 | -0.1 | 1 | -0.0085 | -5 | -3 | -4 | 0 |
| N#CC(C#N)=Cc1ccc(OC(=O)c2ccccn2)cc1 | 0.4 | -10 | 0.2 | 0 | 1.4 | -5 | -5 | 0 | 12 |
| O=C/C=C/c1coc2ccc3ccccc3c2c1=O | -6.2 | · | 0.5 | -21 | 0.26 | -8 | -2 | -1 | 3 |
| N#C/C(=C\c1ccc(N2CCOCC2)c([N+](=O)[O-])c1)c1nc2ccccc2[nH]1 | -8.2 | -7 | 21 | 3 | -1.1 | 6 | -1 | 5 | 6 |
| O=C(O)CCC(=O)NNC(=O)COc1ccc2ccccc2c1Br | -0.8 | -16 | 34 | 19 | -0.015 | -2 | 1 | -2 | 10 |
| O=C(CN1CCC(n2nnc3cc(F)ccc32)CC1)N1CCc2ccccc2C1 | 0.6 | -3 | 0.9 | 1 | · | -4 | -8 | 3 | 9 |
| CCn1c(NC(=O)C(C)C)c(-c2ccccc2)c(=O)c2ccccc21 | 2.0 | 3 | 0.6 | 4 | -0.051 | -4 | -5 | 5 | 9 |
| Cc1c(/C(O)=C2/C(=O)C(=O)N(Cc3cccnc3)C2c2ccccn2)cnn1-c1ccccc1 (stereo not drawn) | 0.0 | -1 | 3.5 | 2 | -0.74 | 4 | 7 | 2 | · |
| COc1ccc(C)c(-n2c(N)cc(=O)n(Cc3ccccc3)c2=O)c1 | 1.4 | · | 0.4 | 19 | 1.1 | -4 | 0 | 2 | 4 |
| O=C(Nc1nnc(-c2cccs2)s1)c1cccc(F)c1 | 2.3 | 20 | 1.2 | 17 | -0.08 | -9 | 3 | 3 | 5 |
| CCn1c2ccccc2c2nnc(SCC(=O)NCCOC)nc21 | -2.0 | -493 | 0.0 | 0 | 1.8 | 1 | -22 | 34 | 19 |
| Cc1ccc(Cl)cc1NC(=O)COC(=O)c1ccc(N2CCCC2)c([N+](=O)[O-])c1 | 0.0 | -3 | 0.5 | 1 | -2.3 | -12 | -7 | -7 | 1 |
| FC(F)(F)c1cc(-c2cccs2)nc(N2CCOCC2)n1 | 0.6 | -1 | 0.2 | 0 | · | -4 | 4 | -7 | 8 |
| CCOC(=O)C1CCN(CC(=O)Nc2c(C(=O)OC)[nH]c3ccc(Cl)cc23)CC1 | -7.2 | 10 | 0.5 | 1 | -1.1 | -3 | -15 | -1 | 0 |
| Cc1cc([N+](=O)[O-])c(N2CCC[C@@H]2C(=O)O)c([N+](=O)[O-])c1 | -2.4 | 4 | 0.0 | 0 | · | -2 | -4 | -3 | 8 |
| O=C(c1cc2ccccc2o1)N1CCCC1 | -0.5 | -7 | 4.2 | 13 | 0.48 | -11 | -1 | -3 | 4 |
| CCOc1ccc(N(CC(=O)NCc2ccco2)S(C)(=O)=O)cc1 | -3.3 | 0 | -0.2 | -1 | 1.2 | -5 | 0 | -16 | -15 |
| CCc1cc2cccc(C)c2nc1SCC(=O)Nc1cc(C)on1 | 1.3 | 3 | -0.5 | 19 | 0.48 | -5 | 0 | -1 | 5 |
| Cc1ccc(/C=N/n2c(-c3ccc(Cl)cc3)n[nH]c2=S)s1 | 0.5 | -112 | 2.4 | 42 | 10* | -10 | 4 | -2 | 3 |
| Cc1ccc(NC(=O)Cn2c(O)c(N=NC(=O)c3cc([N+](=O)[O-])ccc3O)c3ccccc32)cc1 | 1.4 | · | 0.4 | 68* | 1.3 | -3 | 4 | 10 | 7 |
| CCN1Cc2c(/C=C/c3ccccc3)nc3ccc(OC)cc3c2N(c2cccc(Cl)c2)C1 | -0.7 | -41 | 0.0 | 24 | -1 | -3 | 2 | -3 | 2 |
| Cc1ccc(NC(CC(=O)c2ccccc2)C(=O)O)cc1Cl (stereo not drawn) | 2.8 | -39 | 0.0 | 5 | -2.2 | -5 | -2 | 2 | 2 |
| C/C(=C\c1cccs1)C(=O)c1c(C)cc(C)[nH]c1=O | 0.3 | 14 | 0.0 | 15 | 1.1 | 3 | 5 | 5 | 13 |
| CCn1nc(C)c(/C=N/NC(=O)Cn2nc(C)cc2C)c1C | 1.9 | -4 | 1.2 | 2 | 0.21 | -3 | -19 | 4 | 9 |
| COc1cccc(NC(=O)Nc2ccc3nsnc3c2)c1 | -5.4 | 10 | 4.6 | 3 | -0.96 | -1 | -2 | 2 | 23 |
| CCC(C)n1c(=S)[nH]c2c(sc3ccc([N+](=O)[O-])cc32)c1=O (stereo not drawn) | 2.2 | -2 | 0.5 | -4 | 53* | 2 | -10 | 9 | -6 |
| O=C(Nc1ccc(S(=O)(=O)NCc2ccco2)cc1)C1CCCCC1 | 1.3 | · | 1.1 | 8 | · | -2 | · | -1 | 5 |
| O=C(NN1C(=O)c2ccccc2NC1c1ccoc1)c1ccccc1 (stereo not drawn) | -0.1 | 48* | 0.5 | -5 | -0.35 | -1 | -19 | -6 | 0 |
| Cc1ccc(-c2nnn(CC(=O)N(CCO)C(C(=O)NC3CCCCC3)c3ccncc3)n2)o1 (stereo not drawn) | -0.1 | -1 | 2.0 | -8 | 1.1 | -21 | -5 | -5 | 6 |
| Cc1ccc([N+](=O)[O-])c(NC2OC(CO)C(O)C2O)c1 (stereo not drawn) | 0.4 | · | -0.2 | 6 | -0.24 | 0 | · | 0 | 5 |
| CC(C)[C@@H](N)C(=O)N/N=C/c1ccc2ncccc2c1 | 3.0 | 9 | 0.8 | 21 | 0.34 | 2 | -2 | -2 | 2 |
| Cc1cc(Nc2ccc(C(C)C)cc2)n2ncnc2n1 | -2.5 | -3 | 1.1 | -2 | -0.028 | -5 | -7 | 2 | 9 |
| Cc1c2c(n3c(nc4ccccc43)c1C#N)N(CCN1CCOCC1)CC2 | -1.4 | 9 | 0.9 | 76* | · | -25 | -9 | -9 | -3 |
| Cc1ccc(-c2nnc(SCC(N)=O)n2C)cc1 | -1.8 | · | 0.0 | 17 | -0.14 | -2 | 3 | -1 | 10 |
| Cc1cccc(NC(=O)CN(C)S(=O)(=O)c2cccc3nsnc23)c1C | 0.0 | 0 | 1.8 | 0 | · | 0 | 26 | 2 | 15 |
| O=C(NCc1ccccn1)c1cc(S(=O)(=O)N2CCN(c3ccccc3)CC2)ccc1Cl | -0.4 | 5 | 1.2 | 5 | · | -7 | -15 | 5 | 21 |
| Cc1ccc(C(=O)C[n+]2cc(-c3ccccc3)n3c2CCCCC3)cc1 | -2.0&-6.9 | 14&3 | -0.4 | 0&0 | -1.5 | 2 | 13 | -2 | 11 |
